Screens as filed in PubChem.
MsrA inhibitor: inhibitors of bovine MsrA; AID 651718; inhibition, % at 15.5 µM; purified bovine MsrA, absorbance read-out; hit rate 0.75% among 360,000; in the data active = inhibition above about 4.5%;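 also: 0% = vehicle wells with enzyme and 100% = reference inhibitor wells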
FAS TE block: blocks the thioesterase domain of human fatty acid synthase; inhibition, % at 15 µM; hit rate 0.67% among 360,000; AID 602261; recombinant FAS-TE, OMFH fluorogenic substrate, fluorescence endpoint; P49327;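 active = compounds whose normalised, plate-corrected inhibition of enzyme fluorescence in the single-dose primary screen is 50% or more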;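 also: 0% = DMSO with enzyme and 100% = substrate without enzyme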
Neddylation inh: blocks human cullin neddylation; P61081+Q13564; TR-FRET cullin neddylation, biochemical; calls only at 25 µM; hit rate 0.58% among 360,000; AID 651699; in the data active = inhibition above about 36%
MT1-MMP act inh: blocks activation of human MT1-MMP. P50281. HT1080 RFP-PRO-GFP cells, GFP/RFP ratio fluorescence, overnight; percent of plate control window, DMSO zero. GFP/RFP ratio change, % at 20 µM. hit rate 0.061% among 360,000;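 active = GFP/RFP ratio change of at least 30% with cell ATP level not reduced by more than half and red fluorescence within 50% of control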; also: strong numbers were not always called active
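Assay system: HT1080 RFP-PRO-GFP cells. Benchmarks: DMSO vehicle wells and RFP-L50D-GFP reporter cell wells. Times: overnight cell settling, then overnight compound exposure, 37 °C, 5% CO2. Compound: 20 µM single dose, 1% DMSO. Read-out basis: GFP/RFP fluorescence ratio.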
E coli Lon inh: inhibitors of E. coli Lon protease; purified E. coli Lon protease, fluorescence polarization; inhibition, % at 7.94 µM; hit rate 0.42% among 360,000; AID 602123; in the data active = inhibition above about 13%, passing the limit was not always enough;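 also: 0% = enzyme with probe and DMSO and 100% = no enzyme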
SKN-1 inh: C. elegans SKN-1 inhibition. hit rate 0.49% among 360,000. C. elegans VP596 Pgst-4::GFP/RFP ratio, acrylamide-induced, 24 h. inhibition, % at 21.8 µM;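 active = interference check ratio from 0.5 to 1.5 plus GFP to RFP signal ratio inhibition reaching or exceeding a fixed threshold, cut at about 30% in these data, passing the limit was not always enough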; also: some compounds called inactive have numbers as strong as hits
CendR NRP1 mod: NRP-1/CendR interaction modulation; O14786; FAM-RPARPAR peptide binding to NRP-1, fluorescence polarization; inhibition, % at 25 µM; hit rate 0.85% among 360,000; AID 602438;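 active = inhibition or corrected inhibition above about 18%, plus a signal ratio from 0.5 to 1.5, limit read from the data, passing the limit was not always enough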; also: strong numbers were not always called active
Target sequence (O14786 whole entry, looked up): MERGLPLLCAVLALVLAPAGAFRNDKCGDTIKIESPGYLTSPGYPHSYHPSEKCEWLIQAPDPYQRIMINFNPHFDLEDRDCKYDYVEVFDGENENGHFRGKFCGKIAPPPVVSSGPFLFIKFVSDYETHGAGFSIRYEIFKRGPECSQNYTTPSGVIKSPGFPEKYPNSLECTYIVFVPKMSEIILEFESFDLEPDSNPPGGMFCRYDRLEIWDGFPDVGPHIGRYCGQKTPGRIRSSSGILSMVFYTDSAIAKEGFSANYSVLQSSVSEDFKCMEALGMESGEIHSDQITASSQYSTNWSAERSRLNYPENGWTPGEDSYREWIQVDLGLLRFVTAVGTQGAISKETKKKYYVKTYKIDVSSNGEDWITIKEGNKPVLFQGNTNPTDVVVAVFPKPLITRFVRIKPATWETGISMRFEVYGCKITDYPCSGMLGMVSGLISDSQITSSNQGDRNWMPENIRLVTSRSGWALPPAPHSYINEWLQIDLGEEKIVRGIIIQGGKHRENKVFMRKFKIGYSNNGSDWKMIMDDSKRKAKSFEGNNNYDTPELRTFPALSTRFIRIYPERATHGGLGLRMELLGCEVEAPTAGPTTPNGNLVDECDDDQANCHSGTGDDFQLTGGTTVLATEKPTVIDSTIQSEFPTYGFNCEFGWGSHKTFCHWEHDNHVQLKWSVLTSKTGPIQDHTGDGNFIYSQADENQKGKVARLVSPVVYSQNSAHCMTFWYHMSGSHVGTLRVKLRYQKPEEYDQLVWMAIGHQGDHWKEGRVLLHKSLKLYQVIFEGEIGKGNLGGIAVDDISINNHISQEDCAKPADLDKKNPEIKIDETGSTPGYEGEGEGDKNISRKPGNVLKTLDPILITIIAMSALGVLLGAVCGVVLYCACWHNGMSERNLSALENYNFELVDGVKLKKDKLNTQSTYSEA
Rin1 Abl inh: blocks binding of human Rin1 to Abl | P00519+Q13671 | TR-FRET Rin1/Abl binding, biochemical | inhibition, % at 7.35 µM | hit rate 0.4% among 360,000 | AID 588664; in the data active = inhibition above about 5%, passing the limit was not always enough
MsrA act: bovine methionine sulfoxide reductase A activation. purified bovine MsrA, absorbance read-out. activation, % at 10.6 µM. hit rate 0.3% among 360,000. AID 602163; in the data active = activation above about 7.5%;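 also: 0% = vehicle and 100% = reference activator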
The depositor's hits bear a star; i = inactive; . = not tested or not shown.

SMILES	MsrA inhibitor	FAS TE block	Neddylation inh	MT1-MMP act inh	E coli Lon inh	SKN-1 inh	CendR NRP1 mod	Rin1 Abl inh	MsrA act
COc1ccc(-c2nnn(CC(=O)NCc3cccs3)n2)cc1OC	1.5	-5	i	1	1	22	4	-2	5
COCCNC(=O)C(OC(=O)CC1Sc2ccccc2NC1=O)c1ccccc1 (configuration not stated)	0.2	-6	i	2	-2	-3	-9	-1	-1
Cc1ccc(Nc2nc(=O)c3cccnc3s2)c(Br)c1	0.0	45	i	5	5	-3	6	-2	-2
COCC(=O)N1C[C@@H](C)[C@@H](OC)CN(C)C(=O)c2ccc(NC(=O)c3cnccn3)cc2OC[C@H]1C	0.9	.	i	3	.	4	-12	.	.
Cc1cc(NCc2ccccc2)nc2ccccc12	0.3	8	i	6	-3	17	10	-1	2
CCOCC(=O)Nc1ccccc1C(=O)OCC	1.0	-6	i	5	-8	9	-23	0	-9
COc1ccc(NC(C)=O)cc1NC(=O)c1ccc2ccccc2c1	-0.5	-2	i	-2	7	-1	-5	2	0
COC(=O)C1=CN(c2cccc(OCc3ccccc3)c2)C(N)=C(C#N)C1c1cccc(F)c1 (configuration not stated)	1.2	.	i	3	.	5	14	.	.
COc1cccc(NC(=O)CN(C)C(=O)CSCC(=O)Nc2ccc(C)cc2)c1	-0.8	-5	i	-3	4	10	6	1	0
COc1cc2c(cc1OC)CN(CC(=O)NC(=O)NCc1ccco1)CC2	-0.2	-6	.	-5	-9	-21	-21	4	-9
CC1=CN2C(=NC(=O)CC2(C)C(=O)N(CC(=O)NC2CCCC2)Cc2ccccc2)C=C1 (configuration not stated)	1.0	-3	.	0	-7	15	9	3	-1
O=C1CCCN1CC(O)CS(=O)(=O)c1ccc(Cl)cc1 (configuration not stated)	-0.8	-9	i	-1	-8	-1	-8	-3	-3
COc1ccc(C(C)NS(=O)(=O)Cc2ccccc2)cc1 (configuration not stated)	-0.5	-5	i	8	2	-9	-63	0	-13
CCCn1c(=O)c2c(nc3n2CCCN3Cc2ccccc2)n(C)c1=O	0.8	-9	i	9	1	12	-11	2	-10
CCc1nc(CN2CCN(c3ccc(C(F)(F)F)cn3)CC2)c(C)[nH]1	-0.6	-7	i	3	17	-6	-17	-3	-4
Cc1sc2nc(SCC(=O)OC(C)C)n(C)c(=O)c2c1C	-0.4	12	i	2	2	10	-8	-2	-1
CC1=C(C(=O)Nc2ccccc2)C(c2ccncc2)C(C#N)=C(SCC(=O)NC2CC2)N1 (configuration not stated)	0.7	-4	i	0	8	12	1	-2	2
COc1cccc(CN2CCNC(=O)C2CC(=O)N(C)C2CCOCC2)c1 (configuration not stated)	-0.7	-6	i	2	0	2	-5	2	-8
CCOC(=O)N1CCN(C(=O)c2ccc3nc4cc(Cl)ccc4c(=O)n3c2)CC1	1.9	-7	.	1	1	10	-7	2	2
Cc1ccc2c(c1)c(N=Nc1cccc(C(=O)O)c1)c(O)n2C	1.5	-7	i	-2	0	-3	-3	-2	-12
Cc1ccc2nsnc2c1S(=O)(=O)N1CCN(CCc2ccccc2)CC1	1.8	11	i	-3	-3	-6	-22	-2	-1
O=C(Cc1ccccc1)NCC(=O)OCC(=O)c1ccc(F)cc1	-0.7	-4	i	-3	-11	-10	-2	1	-3
Cc1ccc(NC(=O)Nc2ccccc2C#N)c(Cl)c1	2.5	-6	i	0	-8	-15	-7	0	-4
CC(C)Cn1c(SCC(=O)NC(=O)NC2CCCC2)nc2ccccc21	-0.4	15	i	0	0	3	-2	1	0
C=C1CC(C)OC(c2ccccc2OCC(O)CN2CCCCC2)C1 (configuration not stated)	-1.1	-9	i	0	-5	1	-6	-1	2
CC(=O)NCC(=O)OCC(=O)N1c2ccccc2Sc2ccccc21	0.3	1	i	3	-4	5	4	-5	-2
COc1cc(/C=N/NC(=O)c2ccccn2)cc2c1OCO2	3.9	-9	i	-1	-8	7	2	2	-6
CCOc1ccc(NC(=O)CSc2nc3ccccc3nc2N2CC(C)OC(C)C2)cc1 (configuration not stated)	-0.9	20	i	-4	-6	1	4	1	-9
COc1ccc(Cl)cc1N=Cc1c(O)cc(C)oc1=O	0.7	-10	i	-41	-19	2	-22	-4	-2
NNC(=O)c1cncc(Br)c1	0.4	-6	i	1	3	16	-1	0	-3
O=C(COc1cccc(Br)c1)N/N=C1\CCCc2ccccc21	-0.7	1	i	2	-12	9	4	-1	-2
O=C(Cn1nc2ccccc2n1)N/N=C/c1cc([N+](=O)[O-])ccc1O	4.7*	57*	i	6	5	0	-13	3	-4
COc1ccc(C(C(=O)Nc2ccc3c(c2)OCO3)N(C)C(=O)Cc2c[nH]c3ccccc23)cc1 (configuration not stated)	-0.3	19	i	-9	-14	15	-4	-4	0
Cc1c(C(=O)NN2CCOCC2)oc2c1ccc1ccccc12	1.0	-5	i	3	0	11	-20	1	7
COc1cccc(CN2CCNC(=O)C2CC(=O)N(C)C2CCOCC2)c1OC (configuration not stated)	0.9	0	i	-1	8	5	11	1	-4
COc1ccccc1CNC(=O)CN1NS(=O)(=O)c2ccccc2C1=O	0.3	-4	i	-2	-3	9	10	-1	0
Cc1ccc(NC(=O)c2ccc(NCc3ccco3)c([N+](=O)[O-])c2)cc1Cl	0.3	-12	i	-24	-4	6	-112	1	-3
N#Cc1c2c(c(-c3ccccc3)[nH]c1=O)CCCC2	0.2	-5	i	4	-5	1	-18	2	-2
Cc1ccccc1NC(=O)c1cccc2nc3ccccc3nc12	1.4	16	i	-8	6	-10	0	1	-4
O=C(Nn1cnnc1)c1cc(-c2cccc(Br)c2)nc2ccccc12	0.7	-1	i	7	6	21	-5	-2	-2

Structural class: the compounds so far with a Cl atom (five)
SMILES	MsrA inhibitor	FAS TE block	Neddylation inh	MT1-MMP act inh	E coli Lon inh	SKN-1 inh	CendR NRP1 mod	Rin1 Abl inh	MsrA act
O=C1CCCN1CC(O)CS(=O)(=O)c1ccc(Cl)cc1 (configuration not stated)	-0.8	-9	i	-1	-8	-1	-8	-3	-3
CCOC(=O)N1CCN(C(=O)c2ccc3nc4cc(Cl)ccc4c(=O)n3c2)CC1	1.9	-7	.	1	1	10	-7	2	2
Cc1ccc(NC(=O)Nc2ccccc2C#N)c(Cl)c1	2.5	-6	i	0	-8	-15	-7	0	-4
COc1ccc(Cl)cc1N=Cc1c(O)cc(C)oc1=O	0.7	-10	i	-41	-19	2	-22	-4	-2
Cc1ccc(NC(=O)c2ccc(NCc3ccco3)c([N+](=O)[O-])c2)cc1Cl	0.3	-12	i	-24	-4	6	-112	1	-3

Molecules above containing a nitro group on carbon, in the order listed:
SMILES	MsrA inhibitor	FAS TE block	Neddylation inh	MT1-MMP act inh	E coli Lon inh	SKN-1 inh	CendR NRP1 mod	Rin1 Abl inh	MsrA act
O=C(Cn1nc2ccccc2n1)N/N=C/c1cc([N+](=O)[O-])ccc1O	4.7*	57*	i	6	5	0	-13	3	-4
Cc1ccc(NC(=O)c2ccc(NCc3ccco3)c([N+](=O)[O-])c2)cc1Cl	0.3	-12	i	-24	-4	6	-112	1	-3

New compounds follow:
SMILES	MsrA inhibitor	FAS TE block	Neddylation inh	MT1-MMP act inh	E coli Lon inh	SKN-1 inh	CendR NRP1 mod	Rin1 Abl inh	MsrA act
CCOc1ccc(NC(=O)COC(=O)C2C3CC4OC(=O)C2C4C3)cc1 (configuration not stated)	-0.3	-4	i	5	4	4	1	0	-2
COCCCNC(=O)C1CCCN(C(=O)Nc2ccc(OC)cc2)C1 (configuration not stated)	-0.2	-9	i	-1	0	0	-3	1	-6
CNc1ncnc2c1ncn2[C@H]1CN(Cc2ccco2)C[C@@H](CO)O1	-0.3	-7	i	1	10	3	1	1	-2
CC1=C(C(=O)NC2CCCc3c2cnn3-c2cc(F)cc(F)c2)OCCO1 (configuration not stated)	-1.6	2	i	0	-5	22	-2	4	-4
CCCN1C2CCCC1CC(NC(=S)Nc1cc(C)cc(C)c1)C2 (configuration not stated)	1.8	-3	i	2	-7	9	1	0	-4
Cn1c(Cc2ccccc2)nnc1SCC(=O)NC1CC1	0.6	-5	i	-1	-1	9	-5	0	-2
CC1CCCCN1C(=O)Cn1cc(C(=O)c2ccco2)c2ccccc21 (configuration not stated)	2.0	-3	i	1	2	-3	-7	0	-2
O=C(COC(=O)C1CC(O)CN1C(=O)Oc1ccccc1)c1ccc(Br)cc1 (configuration not stated)	0.3	-10	i	-2	-5	-4	-9	0	-7
CCN(C(=O)c1ccc(Cl)c([N+](=O)[O-])c1)c1ccccc1	0.3	8	i	-4	-1	6	0	-2	-1
CC12CCC(C(=O)N(CC(O)CN3CCCCC3)C1=O)C2(C)C (configuration not stated)	1.1	-8	i	11	-4	2	1	2	-2
C[C@H](CO)N1C[C@H](C)[C@@H](CN(C)S(C)(=O)=O)Oc2ccc(NC(=O)Nc3ccccc3)cc2C1=O	0.6	-7	i	3	9	-1	6	3	-2
CSc1nnc2c(n1)OC(c1ccsc1)N(C(C)=O)c1ccccc1-2 (configuration not stated)	1.2	-2	i	3	5	-3	13	-3	-3
Cc1ccc2nc(NC(=O)c3ccc(S(=O)(=O)N4CCCc5ccccc54)cc3)sc2c1	0.6	0	i	5	-10	2	23	0	5
CCCCOC(=O)c1ccc(NC(=S)NC(=O)c2c(Cl)cnn2C)cc1	1.5	1	i	6	-10	-1	7	2	-4
COC(=O)c1ccc(-n2nc(C(F)(F)F)c3c2-c2ccoc2CC3)cc1	0.0	19	i	-4	0	14	-6	1	-2
CC1(NC(=O)c2ccccc2)CCN(CCCc2ccccc2)C1=O (configuration not stated)	-1.5	-9	i	4	5	1	4	4	-1
O=C(Cc1ccc(O)cc1)NCCNC(=S)NCc1ccccc1	-1.1	-2	i	1	-3	-10	8	-2	-2
Cn1cnnc1SCC(=O)Nc1ccc(S(N)(=O)=O)cc1	-0.1	-6	i	4	-7	-12	-3	-1	-10
O=C1OCC2=C1C(c1ccccc1)CC(=O)N2c1ccc(F)cc1 (configuration not stated)	0.3	-8	i	2	12	4	-5	-3	-4
CCOC(=O)c1ccc(-n2c(CN3CCOCC3)nc3ccc([N+](=O)[O-])cc3c2=O)cc1	-0.2	2	i	1	3	-1	3	-2	0

Laid out differently: 3 of the compounds above
Molecule | MsrA inhibitor | FAS TE block | Neddylation inh | MT1-MMP act inh | E coli Lon inh | SKN-1 inh | CendR NRP1 mod | Rin1 Abl inh | MsrA act
CC1CCCCN1C(=O)Cn1cc(C(=O)c2ccco2)c2ccccc21 (configuration not stated) | 2.0 | -3 | i | 1 | 2 | -3 | -7 | 0 | -2
O=C(COC(=O)C1CC(O)CN1C(=O)Oc1ccccc1)c1ccc(Br)cc1 (configuration not stated) | 0.3 | -10 | i | -2 | -5 | -4 | -9 | 0 | -7
CCN(C(=O)c1ccc(Cl)c([N+](=O)[O-])c1)c1ccccc1 | 0.3 | 8 | i | -4 | -1 | 6 | 0 | -2 | -1

Not a hit list; any-hit rate near 4.2%.
